UDG counterscr: Primary qHTS assay for inhibitors of Activation Induced Cytidine Deaminase (AID): UDG Counterscreen signal | Potency, µM (doses to about 115 µM), for inactives: top-dose activity change, negative = inhibition, hits mostly inhibitors | FRET deamination/UDG coupled assay, UDG read, 4 h | 0.14% of 91,000 active; further: nearly all actives have a fitted effect of over 65% in size
AID inh: Primary qHTS assay for inhibitors of Activation Induced Cytidine Deaminase (AID): AID signal; Single-stranded DNA cytosine deaminase (Homo sapiens), Q9GZX7; AID deamination FRET fluorescence, UDG-coupled, 4 h; Potency, µM (titrated, usually from 115 µM), for the others: at the highest dose activity change, negative = inhibition, actives largely listed as inhibitors; 0.32% of 91,000 active; AID 1347428, 2020; further: nearly all actives have a fitted effect of over 25% in size
Target sequence (Q9GZX7 whole entry, looked up): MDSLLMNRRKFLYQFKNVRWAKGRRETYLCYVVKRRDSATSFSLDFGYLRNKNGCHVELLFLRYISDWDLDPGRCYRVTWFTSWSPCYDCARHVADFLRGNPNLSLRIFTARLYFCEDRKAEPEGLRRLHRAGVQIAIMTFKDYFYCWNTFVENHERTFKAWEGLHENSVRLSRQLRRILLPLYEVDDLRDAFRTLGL
* hit, by the source's call; ? = inconclusive; [ ] = dose if it differs, or a comment. The call rests on the fitted dose curve; in most records, active means well fitted curve in the direction sought with a large enough effect; inconclusive means small, poorly fitted or top-dose-only effect, or another doubt; inactive means no such curve, though single readings can be large; an effect the other way counts as inactive or inconclusive. On the % scale 0 is the no-effect control and ±100 the full control effect; potency means the concentration at half of the fitted maximal effect. A portion of the library. The share of hits here may be higher or lower than overall.

SMILES	UDG counterscr	AID inh
CCCOc1ccc(OC(=O)c2c(-c3ccccc3Cl)noc2C)cc1	-8%	2%
Cc1ccc(OCC(=O)Nc2nc(-c3ccc(Br)cc3)ns2)cc1	5%[57.5 µM]	3%
Cc1cc2n(n1)CCCN2C(=O)Nc1ccc(C)c(Cl)c1	-5%	5%
CC(CCc1ccccc1)NC(=O)CSc1nc2cc(Cl)ccc2s1 (stereo not drawn)	-8%	-11%
Cc1ccc2c(=O)cc(C(=O)NCC(c3cccs3)N3CCCCCC3)oc2c1C (stereo not drawn)	8%	1%
O=C(c1ccc(Cl)cc1)c1ccc(OCc2cccc3ccccc23)cc1	3%	1%
Cc1cc(C)cc(Oc2ccc(C#N)c(C#N)c2)c1	-6%	-20%
CCOCCn1c(SCc2ccccc2Cl)nc2c1c(=O)[nH]c(=O)n2C	3%	-5%
O=C(COC(=O)C12CC3CC(CC(Br)(C3)C1)C2)Nc1ccccc1[N+](=O)[O-]	-1%	-7%
O=C(CCCCCn1c(=O)c2sccc2n(CC(=O)Nc2ccccc2F)c1=O)NCc1ccc2c(c1)OCO2	-3%	3%
CCc1ccc(-n2c(=O)c3c4c(sc3n(CC(=O)NC(C)CC)c2=O)CCCC4)cc1 (stereo not drawn)	-4%	20%
COc1ccc(OC)c(Nc2ncnc3c2nc2n3CCCC2)c1	2%	0%
CCCN(CCC)S(=O)(=O)c1ccc(N2CCCCS2(=O)=O)cc1	-6%	-10%
CCN(CC)C(=O)Cn1cc(SCC(=O)Nc2ccccc2C)c2ccccc21	3%	2%
COc1ccc(N(Cc2ccccc2)C(=O)c2nc(S(C)(=O)=O)ncc2Cl)cc1	-13%	-29%
N#Cc1ccc(N2CCC(C(=O)Nc3cn[nH]c3)CC2)nc1	8%	0%
CCOCCCNC(=O)C1CCCN(Cc2nc(-c3ccc(CC)cc3)oc2C)C1 (stereo not drawn)	?	-1%
NC(=O)C(=O)Nc1ccccc1C(=O)NCc1cccnc1	2%	2%
O=C(COCc1cc(-c2ccc3c(c2)OCO3)on1)NC1CCCC1	3%	-4%
COC(=O)c1cc2oc(C)cc2n1CC(=O)Nc1ccc(OC)c(OC)c1	3%	18%
N#Cc1ccc(COC(=O)c2ccc3c(c2)NC(=O)CS3)cc1	6%	1%
COc1cccc(C(=O)c2sc(Nc3ccc(F)cc3)nc2N)c1	4%	-14%
Cc1cccc2nc(-c3ccccn3)c(Nc3ccc(F)cc3)n12	3%	-12%
CN(Cc1cccc(F)c1)C(=O)c1ccc(CS(C)(=O)=O)cc1	-1%	-3%
Cc1cc(C(=O)NCCC2=CCCCC2)cs1	4%	1%

5 successive compounds out of the list so far, quoted:
SMILES	UDG counterscr	AID inh
N#Cc1ccc(COC(=O)c2ccc3c(c2)NC(=O)CS3)cc1	6%	1%
COc1cccc(C(=O)c2sc(Nc3ccc(F)cc3)nc2N)c1	4%	-14%
Cc1cccc2nc(-c3ccccn3)c(Nc3ccc(F)cc3)n12	3%	-12%
CN(Cc1cccc(F)c1)C(=O)c1ccc(CS(C)(=O)=O)cc1	-1%	-3%
Cc1cc(C(=O)NCCC2=CCCCC2)cs1	4%	1%

The list goes on.
SMILES	UDG counterscr	AID inh
COc1cc(Cl)c(C)cc1NC(=O)c1cnc(N2CCCCC2)c2ccccc12	0%	0%
Cc1ccc(C(=O)O)cc1S(N)(=O)=O	3%	-2%
CSc1cccc(NC(=O)CCc2ncc(-c3c(F)cccc3F)o2)c1	3%	-6%
COc1ccccc1OCCSc1nc(-c2ccc(C(C)(C)C)cc2)nc2cc(=O)[nH]n12	-27%	79µM*
O=C(OC1CCOC1=O)c1ccccc1Nc1ccccc1 (stereo not drawn)	-3%	-5%
O=C1NC(=O)C(c2ccccc2[N+](=O)[O-])=C1Nc1ccc(O)c(Cl)c1	-9%	?
Cc1ccc(-c2cc(NC(=O)c3ccccc3Cl)on2)cc1	-7%	-1%
Cc1cccc(OCCSc2nc3ccccc3n2CC(=O)N2CCOCC2)c1	-10%	-21%
Cc1ccc(C2c3c(oc4ccccc4c3=O)C(=O)N2c2nnc(C)s2)cc1 (stereo not drawn)	2%	-7%
O=C(Nc1ccccc1C(F)(F)F)N1CCOc2ccc(Cl)cc21	1%[57.5 µM]	0%
CCOc1ccc(Oc2ccc(NC(=O)c3ccc[n+]([O-])c3)cc2)cc1	0%	2%
CCN(C(=O)Cc1c(C(=O)O)c(C)cn1C)c1cccc(Cl)c1	0%	1%
COc1ccc(-c2ccc(=O)n(CC(=O)Nc3cc(OC)ccc3OC)n2)cc1	-9%[57.5 µM]	-23%
CCCN(CCC)C(=O)Cn1c(=O)n(-c2ccc(CC)cc2)c(=O)c2c3c(sc21)CCC3	-3%	10%
COc1ccc(NC(=O)Cn2ccn(Cc3ccccc3)c(=O)c2=O)cc1Cl	3%[57.5 µM]	12%
COc1ccc(-c2nc3c(c(SCC(=O)Nc4ccc(OC)cc4OC)n2)COC(C)(C)C3)cc1	-3%	-7%
CC(=O)Nc1ccc(/C(C)=N/OCc2cccc3cccnc23)cc1	-12%	-9%
CC(=O)c1cccc(S(=O)(=O)NCCC(=O)NCC2CCCCC2)c1	-9%	-17%
CCc1ccc(-c2nnn(CC(=O)N3CCCC3c3ccc4c(c3)OCCO4)n2)cc1 (stereo not drawn)	-11%	-12%
Cc1cccc(NC(=O)c2ccc(-n3cnc4cccnc43)cc2)c1C	-6%	-3%
N#Cc1cccc(NC(=O)N2CCN(c3ncccc3Cl)CC2)c1	-7%	3%
O=C(OCc1cccc2ccccc12)c1cc(=O)c2ccccc2o1	-2%	-13%
Cc1cc(C)c(NC(=O)c2nc3ccccc3nc2N2CCCCC2)c(C)c1	34%[activator]	3%
O=C(Cn1ncn2c(cc3cc(F)ccc32)c1=O)NC1CCCCC1	13%	22%
COc1cc(/C=C2/NC(=O)NC2=O)ccc1OCC(=O)O	-4%	4%

The closing 5 entries of the part before come first, to join the parts.
SMILES	UDG counterscr	AID inh
N#Cc1cccc(NC(=O)N2CCN(c3ncccc3Cl)CC2)c1	-7%	3%
O=C(OCc1cccc2ccccc12)c1cc(=O)c2ccccc2o1	-2%	-13%
Cc1cc(C)c(NC(=O)c2nc3ccccc3nc2N2CCCCC2)c(C)c1	34%[activator]	3%
O=C(Cn1ncn2c(cc3cc(F)ccc32)c1=O)NC1CCCCC1	13%	22%
COc1cc(/C=C2/NC(=O)NC2=O)ccc1OCC(=O)O	-4%	4%
CCOc1ccc(NC(=O)C(NC(=O)C2CCC(C)CC2)C(C)C)cc1 (stereo not drawn)	2%	1%
O=C(CSc1nncn1-c1ccccc1)Nc1cccc(S(=O)(=O)N2CCCC2)c1	9%	0%
Cc1cn2c(=O)c(S(=O)(=O)N3CCN(c4cccc(C)c4C)CC3)c(C)nc2s1	-2%	1%
Cc1cc(C(=O)N2CCN(S(=O)(=O)c3ccccc3Cl)CC2)c(C)n1Cc1cccs1	-19%	?
CCCCCCCCCCC(=O)c1ccc(Cl)cc1	6%	-2%
CCc1ccc(C(=O)NC2=NC(c3ccccc3F)CC(=O)N2)cc1 (stereo not drawn)	10%	6%
COc1ccc(Cl)cc1S(=O)(=O)Nc1cccc(-c2ccc(N3CCOCC3)nn2)c1	-16%	18%
N#Cc1c(N)n[nH]c1CCCCCNC(=O)Cc1ccc(-c2ccccc2)cc1	0%	-7%
Cc1ccc2oc3c(c(=O)c2c1)C(c1ccccc1F)N(CCCN1CCOCC1)C3=O (stereo not drawn)	2%	9%
O=C(NCc1ccccc1)c1cc(Sc2cccc(Cl)c2)nc2ccccc12	-9%	-4%
COc1ccc(-c2nc(-c3cccs3)sc2-c2ccc(OC)cc2)cc1	12%	-2%
COc1ccc2c(c1)c(C(C(=O)O)N1CCN(c3cccc(Cl)c3)CC1)cn2CCC(=O)O (stereo not drawn)	1%	-6%
Cc1c(C(=O)OCCOc2ccc(Cl)cc2Cl)sc(=S)n1C	-14%	-7%
N#Cc1ccccc1NC(=O)C(=O)NCCc1csc2nc(-c3cccc(F)c3)nn12	-13%	3%
NS(=O)(=O)c1ccccc1[N+](=O)[O-]	5%	5%
CC(Sc1ncc(C(F)(F)F)cc1Cl)C(=O)NC(C)c1ccc(F)cc1 (stereo not drawn)	-5%	-6%
CCCCc1ccc(C(=O)Nc2ccc3nc(N4CCN(CC)CC4)cc(C)c3c2)cc1	-4%	-1%
Cc1c(NC(=O)c2nc3ccccc3nc2N2CCCCC2)cccc1[N+](=O)[O-]	-4%	1%
COc1ccc(-c2noc(-c3ccc(NCCc4ccccc4)c([N+](=O)[O-])c3)n2)cc1	7%	-4%
CCCCOc1ccc(CNC(=O)CN2C(=O)CCn3nc(-c4cn(C)c5ccccc45)cc32)cc1	12%	24%
CCCn1c2ccccc2c2cnn(CC(=O)NCC3CCN(Cc4ccccc4C)CC3)c(=O)c21	-10%[57.5 µM]	?
Cc1ccc(NC(=O)C2CCCN(S(=O)(=O)c3ccc4[nH]c(=O)ccc4c3)C2)cc1Cl (stereo not drawn)	6%	28%
Cc1ccc(C(=O)Nc2ccc3oc(-c4ccccc4C)nc3c2)cc1	-17%	15%
COc1ccc(NC(=O)C(NC(=O)/C=C\c2ccc3c(c2)OCO3)c2ccccc2)cc1 (stereo not drawn)	8%	3%
COc1ccc(-c2noc(CSCC(=O)Nc3cc(OC)c(OC)c(OC)c3)n2)cc1OC	3%	4%
SMILES	UDG counterscr	AID inh
CCSc1ccccc1C(=O)NC(C)(C)C	9%	-2%
COc1ccc(NC(=O)c2c(NCc3cccs3)sc3c2CCC(C)C3)c(OC)c1 (stereo not drawn)	-6%	3%
Cc1ccc(NC(=O)Cn2c(-c3ccc4c(c3)OCO4)cn(-c3ccccc3)c2=O)cc1	-6%	-15%
Cc1cc(=O)[nH]c(SCC(=O)N2CCN(S(=O)(=O)c3ccccc3)C2)n1	0%	1%
CCOc1ccc2nc(NC(=O)c3nc(SC)ncc3Cl)sc2c1	-28%	3%
Cc1c(C(=O)N2CCN(c3ccccc3O)CC2)oc2c1C(=O)CC(C)(C)C2	-4%	3%
CN(Cc1ccc(F)cc1F)S(=O)(=O)c1cccc2nsnc12	0%	-9%
COc1ccc(-c2cc(C(=O)Nc3cc(C)ccc3O)no2)cc1OC	-2%	10%
CC(Sc1ccc(F)c(Cl)c1)C(=O)NC(C)(C)C (stereo not drawn)	7%	-7%
Cc1cc(C(=O)O)c2c(=O)n(C)c(=O)n(C)c2n1	-4%	29%
O=C(O)CCC(=O)N1N=C(c2ccc(Cl)cc2)CC1c1ccc2nccnc2c1 (stereo not drawn)	3%	2%
CCC(=O)N1CCc2cc(Br)cc(S(=O)(=O)N3CCCC(C(=O)Nc4ccc(OC)cc4OC)C3)c21 (stereo not drawn)	-8%	28%
Cc1cc(NC(=O)c2nccnc2N)ccc1Br	-5%	-4%
CCOc1ccc(C(=O)Nc2ccc(-c3cc4ccccc4oc3=O)cc2)cc1Br	2%[57.5 µM]	-14%[57.5 µM]
O=C(NCC(c1cccs1)S(=O)(=O)c1cccs1)c1ccc(F)c(F)c1 (stereo not drawn)	0%	-5%
Cc1ccc([N+](=O)[O-])c(C)c1N	6%	-1%
O=C(O)c1ccc(COc2ccccc2/C=N/O)cc1	8%	7%
CCc1ccccc1NC(=O)CSc1nccn1C	-4%	20%
CCOCCn1c(SCc2ccc(Cl)cc2)nc2c1c(=O)[nH]c(=O)n2C	-5%	-7%
CCCN1CCN(c2nnc(-n3cccc3C(=O)Nc3ccccc3C(F)(F)F)s2)CC1	27%	8%
CN(Cc1ccc(F)cc1)S(=O)(=O)c1cccc2nsnc12	-3%	-2%
Cc1oc(-c2ccc(C(=O)NC3CCCC3)cc2)nc1CS(=O)c1ccccc1 (stereo not drawn)	8%	-5%
CCOC(=O)c1sc(-c2cc(OC)c(OC)c(OC)c2)cc1NC(=O)c1cnccn1	2%	29%
Cc1cccc2c1-c1sc(C(=O)Nc3ccc(F)cc3F)cc1CO2	-3%	1%
Cc1nn(-c2ccc(F)cc2)c(-n2cccc2)c1C(=O)N1CCN(c2ccccc2)CC1	4%	2%

Quoted from the listing.
For UDG counterscr, `CCOCCn1c(SCc2ccc(Cl)cc2)nc2c1c(=O)[nH]c(=O)n2C` shows -5%
For UDG counterscr, `CCOc1ccc(C(=O)Nc2ccc(-c3cc4ccccc4oc3=O)cc2)cc1Br` shows 2%[57.5 µM]

(next part)
SMILES	UDG counterscr	AID inh
COc1ccc(NC(=O)C(=O)NCCN(C)C)cc1N1CCCCS1(=O)=O	4%	-4%
COc1ccc(/C=C(/NC(=O)c2ccco2)C(N)=O)cc1	-2%	7%
Nc1c(C(=O)Nc2ccccc2Cl)nnn1Cc1cccc(Cl)c1	-4%[57.5 µM]	4%[57.5 µM]
CCOCCOC(=O)C(C)Oc1ccc2c(=O)c(Oc3cc(C)cc(C)c3)c(C(F)(F)F)oc2c1 (stereo not drawn)	8%	4%
CC(C)CCC(=O)N1CCN(Cc2ccco2)CC1	-1%	3%
COc1ccc(OC)c(NC(=O)C2CCCN(S(=O)(=O)c3ccc4[nH]c(=O)ccc4c3)C2)c1 (stereo not drawn)	10%	113%[activator]
Cc1c(Cl)cccc1NC(=O)c1ncn(-c2ccccc2)n1	-4%	1%
CCOC(=O)C1CCN(S(=O)(=O)c2ccc3c(c2)NC(=O)C(C)C(=O)N3)CC1 (stereo not drawn)	-12%	1%
O=C(COC(=O)c1cc(-c2cccs2)nc2ccccc12)NCC(F)(F)F	-3%	0%
O=C(Nc1ccc(OCc2ccccc2)cc1)c1cccc2ccccc12	-4%	-4%
COc1ccc(-c2cc(C(=O)NC3CC3)c3ccccc3n2)c(OC)c1	-2%	7%

Structures listed so far printed as active in AID inh:
mol | AID inh
COc1ccccc1OCCSc1nc(-c2ccc(C(C)(C)C)cc2)nc2cc(=O)[nH]n12 | 79µM*

Source: PubChem (National Center for Advancing Translational Sciences (NCATS))
